Source: PubChem BioAssay (Broad Institute)
LGR2 inh = inhibitors of bursicon-induced LGR2 CRE-luciferase signal, primary screen, cell-based, HEK293, CRE-luciferase reporter, bursicon stimulation. Drosophila bursicon receptor LGR2 (rickets). 380,000 tested, 0.35% active. bursicon-stimulated, 4 h. inhibition, % at 9.99 µM;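 active = drop in luminescence signal, shown as inhibition above about 50% in the replicate tests, limit read from the data, passing the limit was not always enough; inconclusive = probably only some replicates passing the limit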;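 also: agonist challenge used bursicon conditioned medium at about half maximal strength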
PGC1a acetyl inh = inhibitors of PGC1a acetylation signal, primary screen, cell-based, U2OS, AlphaScreen, inhibitor mode; 350,000 tested, 0.17% active; AlphaScreen anti-acetyl-lysine; with virally co-expressed GCN5 acetyltransferase; inhibition, % at 15.6 µM;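 active = every replicate shows inhibition of at least 40%; inconclusive = mean inhibition at least 40% but some replicate below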;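 also: 0% = neutral control wells and 100% = positive control wells; some results beyond the cut were filed as inactive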
ERAP1 HTS inh = human ERAP1 aminopeptidase inhibitors, primary screen, biochemical, single point, plate reader. Endoplasmic reticulum aminopeptidase 1 (Homo sapiens), Q9NZ08. 340,000 tested, 0.15% active. inhibition, % at 10.7 µM. recombinant ERAP1, Leu-AMC fluorescence, 60 min;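 active = mean replicate inhibition of at least 30%, or all replicates individually reaching that 30% level; inactive = mean below 30% and not every replicate reaching it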;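 also: 0% = neutral control wells and 100% = L-leucinethiol positive control wells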
Cneo AK release = Cryptococcus neoformans cell lysis inducers, primary screen, AK release luminescence, single concentration; C. neoformans lysis, adenylate kinase release luminescence, 4 h; normalised: neutral wells 0, clomiphene wells 100; lysis activity, % at 15 µM; 360,000 tested, 0.2% active; AID 651654, 2012;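 active = mean lysis activity across replicates of at least 80%, whatever share of replicates individually reach that level; inactive = mean lysis activity below 80%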
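Assay system: C. neoformans cells. Amount: yeast cell density of 5 × 10^6 cells/mL. Technique: AK luminescence. Buffer or medium: YPD. Times: static 4 h at 37 °C with compound, 1 h detection. Dosing: single-point compound dose. Read-out: lysis from increased AK signal.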
XiGFP reactiv = activators of inactive X chromosome reactivation, primary screen, imaging, XiGFP fibroblasts, GFP high-content imaging, set 2; XiGFP mouse fibroblasts, % GFP-positive cells imaging, 3 d; cells co-treated with 5-aza-dC sensitizer; scaled so ellipticine positive control = 100%; activation, % at 7.58 µM; AID 743238, 2013; 360,000 tested, 0.055% active;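 active = mean normalized replicate activation at least 10% and every replicate at or above 10%; inconclusive = only one of the two criteria met; inactive = mean below 10% and not all replicates reach 10%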;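 also: 0% = median of on-plate neutral control wells and 100% = ellipticine 6 µM median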
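Material: XiGFP fibroblasts, SV40-immortalized; Buffer or medium: DMEM containing 5-aza-dC; Compound dosing: single point; Times: 3 days compound exposure.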
Statin myotox sup = suppressors of statin myotoxicity in C2C12 myotubes, primary screen, cell-based, single point, plate reader; C2C12 myotubes + simvastatin, ATP luminescence, 48 h; scaled: DMSO 0, geranylgeraniol control 100; rescue of ATP level, % at 7.49 µM; AID 602340, 2012; 330,000 tested, 0.78% active;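 active = mean ATP rescue above about 67%, or every replicate alone reaching that limit, limit read from the data, passing the limit was not always enough; inconclusive = no clear call, values can overlap the other calls; inactive = mean under the limit and some replicate under it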;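 also: myotubes were challenged with 10 µM simvastatin during compound exposure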
S100A4 MyoIIA = inhibitors of S100A4-myosin IIA peptide binding, primary screen, biochemical, fluorescence polarization, TAMRA-MyoIIA peptide; Protein S100-A4 (Homo sapiens), P26447; inhibition, % at 10.7 µM; 360,000 tested, 0.14% active; AID 652163, 2013;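 active = mean inhibition of at least 70% across replicates, with every replicate also reaching that level; inconclusive = mean inhibition reaches 70% but some replicates fall short; inactive = mean inhibition below 70%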
Target sequence (P26447 whole entry, looked up): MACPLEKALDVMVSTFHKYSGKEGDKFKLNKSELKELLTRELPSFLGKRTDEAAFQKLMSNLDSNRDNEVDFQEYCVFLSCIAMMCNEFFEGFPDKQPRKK
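Test system: S100A4 monomer protein. Medium: HEPES buffer with Ca2+, pH 7.2. Reagent: fluorescent myosin IIA peptide, 5 nM. Compound dosing: single-point compound testing. Timing: 5 min between mix addition and reading. Benchmarks: DMSO neutral and TFP positive wells.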
SIRT5 inh = SIRT5 desuccinylase inhibitors, primary screen, biochemical, fluorescence imaging, single point, set 5; Purified SirT5, succinyl-peptide AMC, trypsin-coupled fluorescence; AID 652115, 2013; NAD-dependent protein deacylase sirtuin-5, mitochondrial (Homo sapiens), Q9NXA8; inhibition, % at 15 µM; 330,000 tested, 1.1% active; in the data active = inhibition above about 15%; inconclusive = no clear call, values can overlap the other calls
Target sequence (Q9NXA8 whole entry, looked up): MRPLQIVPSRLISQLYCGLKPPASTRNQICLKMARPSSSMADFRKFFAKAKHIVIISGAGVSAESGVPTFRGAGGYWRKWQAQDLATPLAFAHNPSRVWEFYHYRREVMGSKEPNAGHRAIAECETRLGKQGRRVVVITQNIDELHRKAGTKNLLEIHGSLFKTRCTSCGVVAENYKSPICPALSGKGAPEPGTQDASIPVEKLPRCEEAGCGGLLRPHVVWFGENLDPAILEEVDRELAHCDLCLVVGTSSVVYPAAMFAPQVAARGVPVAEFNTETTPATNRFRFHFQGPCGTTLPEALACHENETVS
An asterisk follows results filed as active; ? = inconclusive; nt = not tested or not shown. Not all compounds are listed, so the mix of outcomes need not match the whole.

SMILES	LGR2 inh	PGC1a acetyl inh	ERAP1 HTS inh	Cneo AK release	XiGFP reactiv	Statin myotox sup	S100A4 MyoIIA	SIRT5 inh
Cc1ccccc1-c1ccc2c(c1)O[C@@H](CN(C)C(=O)Nc1ccccc1)[C@@H](C)CN([C@H](C)CO)S2(=O)=O	22	0	-3	-2	-0.7	-11	7	8
C[C@H]1CN([C@@H](C)CO)C(=O)Cc2cc(NC(=O)Nc3ccc(C(F)(F)F)cc3)ccc2O[C@@H]1CN(C)Cc1ccccc1	-33	nt	2	-1	0.0	28	11	7
C[C@@H]1CN([C@H](C)CO)C(=O)c2cc(C#CCN(C)C)cnc2O[C@H]1CN(C)C(=O)NC1CCCCC1	0	-10	-3	38	-0.7	-2	0	-1
CCOC(=O)N1CCN(Cc2c(F)cccc2Cl)CC1	15	4	nt	0	nt	2	nt	nt
CCC(NC(=O)c1cc(COc2cncc(Cl)c2)on1)c1ccncc1 (stereo unspecified)	13	-4	-1	-1	-0.1	5	1	-1
COc1cccc(C2NC(=S)N(Cc3ccc(Br)cc3)C(C)=C2C(C)=O)c1 (stereo unspecified)	-3	nt	2	nt	0.2	nt	0	2
CCC(C)(C)C1CCC2(CC1)NC(=O)N(CC(=O)N1CCN(S(=O)(=O)c3cc(C)ccc3C)CC1)C2=O (stereo unspecified)	16	-9	3	0	0.2	nt	1	-1
CS(=O)(=O)c1[nH]nc(-c2ccccc2Cl)c1C#N	4	6	nt	-2	0.0	nt	-2	0
C[C@H]1CN([C@@H](C)CO)C(=O)c2cc(NC(=O)NC3CCCCC3)ccc2O[C@H]1CN(C)S(=O)(=O)c1ccc(Cl)cc1	2	-7	1	-3	-0.1	-27	-2	2
COc1ccc(CCNC(=O)c2ccc(Cl)c(S(=O)(=O)N3CCCC3)c2)cc1	-5	-3	0	0	0.4	3	-8	1
COc1cc(OC)c2c(-c3ccccc3)cc(=O)oc2c1C(CCN1CCCCC1)c1ccc2c(c1)OCO2 (stereo unspecified)	7	-12	8	0	-0.7	24	-2	nt
CCCNC(=O)C[C@H]1CC[C@H]2[C@@H](COC[C@H](O)CN2Cc2cccc(F)c2)O1	-11	1	-2	49	0.2	10	-7	0
O=C(Cc1ccccc1[N+](=O)[O-])N1CCN(c2ccc(F)cc2)CC1	3	-13	-1	nt	0.0	9	1	0
Cc1cc(C(=O)Nc2cccc3c2O[C@H](CN(C)Cc2ccc(C(=O)O)cc2)[C@@H](C)CN([C@@H](C)CO)C3=O)n(C)n1	0	1	0	1	0.3	-10	-3	-3
Cc1noc(C)c1S(=O)(=O)Nc1cccc2c1O[C@@H](CN(C)C(=O)Nc1ccc(F)cc1)[C@@H](C)CN([C@H](C)CO)C2=O	-10	-1	5	-3	0.0	31	-35	7
COC(=O)c1ccc(NC(=O)C2CCCN(S(=O)(=O)c3cnc[nH]3)C2)cc1 (stereo unspecified)	8	-9	-1	-1	-0.1	-12	3	nt
CCCc1cc(=O)oc2cc(OCC(=O)N3CCC(C(N)=O)CC3)ccc12	nt	10	nt	0	nt	16	9	nt
CC(C)(C)S(=O)N1Cc2cc(C(=O)NCC(F)(F)F)nc(-c3cccc(-c4cccc(F)c4)c3)c2[C@H]1CCO (stereo partly specified)	12	-36	2	0	0.2	-28	6	0
O=C(Nc1ccc([N+](=O)[O-])cc1)c1ccccc1F	-58	nt	9	3	0.1	nt	6	1
C[C@H]1CCCCO[C@H](CN(C)Cc2ccc(C(F)(F)F)cc2)[C@@H](C)CN([C@@H](C)CO)C(=O)c2cc(NC(=O)Nc3ccccc3)ccc2O1	13	-5	nt	-3	-0.1	nt	nt	nt
O=C1NC(c2ccccc2)=CC(c2ccccc2)N1 (stereo unspecified)	nt	-17	-3	-2	0.0	nt	0	1
O=C(NCCCN1CCOCC1)c1cc(-c2ccc(Cl)c(Cl)c2)on1	-7	1	-2	-1	0.0	6	-10	-2
CCOC(=O)[C@H](CCc1ccccc1)N[C@@H](C)C(=O)N1CCC[C@@H]1C(=O)O	8	-5	-2	0	-0.3	-2	1	-3
CC(=O)OC[C@@H]1CN(Cc2ccccc2)C[C@H](n2cnc3c(NC4CC4)ncnc32)O1	-17	nt	-3	1	0.0	0	-3	-3
Cc1cc2ccccc2nc1Br	11	nt	1	nt	0.0	nt	-2	0

3 entries from above in a different format.
| Molecule | LGR2 inh | PGC1a acetyl inh | ERAP1 HTS inh | Cneo AK release | XiGFP reactiv | Statin myotox sup | S100A4 MyoIIA | SIRT5 inh |
| --- | --- | --- | --- | --- | --- | --- | --- | --- |
| CCCNC(=O)C[C@H]1CC[C@H]2[C@@H](COC[C@H](O)CN2Cc2cccc(F)c2)O1 | -11 | 1 | -2 | 49 | 0.2 | 10 | -7 | 0 |
| O=C(Cc1ccccc1[N+](=O)[O-])N1CCN(c2ccc(F)cc2)CC1 | 3 | -13 | -1 | nt | 0.0 | 9 | 1 | 0 |
| Cc1cc(C(=O)Nc2cccc3c2O[C@H](CN(C)Cc2ccc(C(=O)O)cc2)[C@@H](C)CN([C@@H](C)CO)C3=O)n(C)n1 | 0 | 1 | 0 | 1 | 0.3 | -10 | -3 | -3 |

Back to the main list; the 2 compounds before the break are reprinted first.
SMILES	LGR2 inh	PGC1a acetyl inh	ERAP1 HTS inh	Cneo AK release	XiGFP reactiv	Statin myotox sup	S100A4 MyoIIA	SIRT5 inh
CC(=O)OC[C@@H]1CN(Cc2ccccc2)C[C@H](n2cnc3c(NC4CC4)ncnc32)O1	-17	nt	-3	1	0.0	0	-3	-3
Cc1cc2ccccc2nc1Br	11	nt	1	nt	0.0	nt	-2	0
O=C(NC1CCCCCC1)c1cc(S(=O)(=O)N2CCCCC2)ccc1N1CCOCC1	nt	nt	-1	-1	0.5	17	40	1
C[C@@H](NC(=O)[C@@H]1[C@@H](CO)[C@@H]2Cn3c(ccc(-c4ccccc4)c3=O)[C@@H]2N1C)c1ccccc1	16	nt	0	-3	0.3	18	-4	-15
COCC(=O)N1C[C@H]2CON(C)[C@H]2C[C@H]1c1cccc(-c2cc(Cl)cc(Cl)c2)c1	-11	nt	0	nt	0.2	nt	0	-8
C[C@@H]1CN([C@@H](C)CO)C(=O)Cc2cc(N(C)C)ccc2O[C@H]1CN(C)S(C)(=O)=O	-10	-3	nt	nt	0.1	-23	nt	nt
O=C(NCc1ccc2c(c1)OCO2)Nc1ccc2nsnc2c1	3	-4	4	nt	0.0	nt	-4	-3
Nc1nnc(CCS(=O)(=O)c2ccc(Br)cc2)s1	?	nt	1	0	0.4	nt	2	-7
Cc1cccc(-c2noc(CNC(=O)c3ccoc3C)n2)c1	11	nt	2	0	0.1	2	-22	-1
Cc1ccc(S(=O)(=O)N(C)C[C@H]2Oc3c(NC(=O)Nc4c(C)noc4C)cccc3C(=O)N([C@H](C)CO)C[C@H]2C)cc1	8	-3	-2	-4	0.2	-13	-6	-2
NS(=O)(=O)c1ccc(CCNC(=O)CSc2nc3ccsc3c(=O)n2Cc2ccccn2)cc1	-25	6	0	1	0.1	3	-4	nt
O=C(NC1CCCC1)C1c2ccccc2OCC(=O)N1C1CC1 (stereo unspecified)	1	nt	1	nt	0.2	nt	-4	-11
OCCN(Cc1ccccc1)Cc1nc(CC2CC2)no1	7	3	6	-2	0.1	-12	9	-2
O=C(NN1C(=O)C2C(C1=O)C1C=CC2C12CC2)c1cccnc1 (stereo unspecified)	nt	nt	0	nt	0.2	nt	-2	-7
COc1ccc(C2=NOC(C(=O)NCCN3CCOCC3)C2)cc1 (stereo unspecified)	9	1	nt	-1	nt	-6	nt	nt
OCC1OC(Oc2c(Br)cc(Br)cc2Br)C(O)C(O)C1O (stereo unspecified)	23	63*	1	0	0.2	-6	-11	nt
O=C(NCCO)C(=O)NCC(c1cccs1)S(=O)(=O)c1ccc(F)cc1 (stereo unspecified)	-2	20	0	-4	0.0	-3	-1	nt
COc1cccc(-c2ccc3c(c2)O[C@H](CN(C)C(=O)C2CC2)[C@H](C)CN([C@H](C)CO)S3(=O)=O)c1	2	-33	-2	0	-0.9	1	9	-7
O=C(NCc1ccccn1)C(=O)C1C(=O)Nc2ccccc21 (stereo unspecified)	15	-19	2	nt	0.0	nt	-3	-2
O=C(CSc1nnc2ccccn12)NNC(=O)c1ccc([N+](=O)[O-])cc1	10	7	-2	-1	0.1	nt	12	0
CN1CCN(C(=O)C[C@H]2C[C@@H]3c4cc(NC(=O)Cc5ccncc5)ccc4O[C@@H]3[C@H](CO)O2)CC1	-1	6	-5	-5	0.0	1	-27	-1
CC(C)NC(=O)c1ccc(CS(=O)(=O)c2ccc(Br)cc2)o1	-6	4	nt	2	0.2	1	0	nt
CC1CN(S(=O)(=O)c2ccc(C(=O)NN3CCN(C)CC3)cc2)CC(C)O1 (stereo unspecified)	31	nt	-1	nt	0.0	nt	-1	0
Cc1ccccc1N/N=C/c1ccc(N2CCOCC2)cc1	-15	-3	nt	0	nt	1	nt	nt
O=C(NC1(C(F)(F)F)NC(=O)N(c2ccc(F)c(Cl)c2)C1=O)c1ccncc1 (stereo unspecified)	2	1	-2	-5	nt	18	-4	-2
CC(C)CNC(=O)COC(=O)c1c2c(nc3ccccc13)/C(=C/c1cccs1)CC2	-38	-8	nt	-2	0.0	nt	nt	nt
CSc1nnc(NC(=O)c2ccc3c(c2)OCO3)s1	67*	0	1	0	0.0	-6	-4	-4
Cc1ccc(C(=O)N(CC#N)CC#N)cc1C	nt	-5	1	nt	0.1	nt	6	-2
COc1ccc([C@@H]2[C@@H]3C(=O)N(C(C)(C)C)C(=O)[C@@H]3[C@]3(Cc4ccccc4)C(=O)N(c4cccc(C)c4)C(=O)N23)cc1	-5	nt	3	0	0.0	9	-4	nt
COc1cccc(CN2CC3(CN(C)C3)c3c([nH]c4cc(OC)ccc34)[C@H]2CO)c1	3	14	0	nt	-0.1	nt	6	-2
Cc1ccccc1-c1ccc([C@@H]2[C@@H](CO)N3CCCCN(C(=O)Nc4cccc(F)c4)C[C@@H]23)cc1	-6	-7	2	3	0.1	-5	7	1

Two compounds from above, showing only PGC1a acetyl inh, SIRT5 inh and S100A4 MyoIIA:
Compound,PGC1a acetyl inh,SIRT5 inh,S100A4 MyoIIA
COc1cccc(CN2CC3(CN(C)C3)c3c([nH]c4cc(OC)ccc34)[C@H]2CO)c1,14,-2,6
Cc1ccccc1-c1ccc([C@@H]2[C@@H](CO)N3CCCCN(C(=O)Nc4cccc(F)c4)C[C@@H]23)cc1,-7,1,7
